LGR2 inh: inhibitors of bursicon-induced LGR2 CRE-luciferase signal, primary screen, cell-based, HEK293, CRE-luciferase reporter, bursicon stimulation. Drosophila bursicon receptor LGR2 (rickets). bursicon-stimulated, 4 h. inhibition, % at 9.99 µM. hit rate 0.35% among 380,000. AID 720647, 2013;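 active = drop in luminescence signal, shown as inhibition above about 50% in the replicate tests, limit read from the data, passing the limit was not always enough; inconclusive = probably only some replicates passing the limit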;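 also: agonist challenge used bursicon conditioned medium at about half maximal strength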
EWS-Fli block: EWS/Fli-driven NR0B1 reporter inhibitors, primary screen, A673 cells, NR0B1 luciferase, luminescence, MLPCN library; AID 651661, 2012; inhibition, % at 12.6 µM; hit rate 0.67% among 350,000; viability-normalised;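 active = mean inhibition of at least 50% after viability correction, with every replicate also passing that limit; inconclusive = mean reaches 50% but only one of two replicates passes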;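 also: firefly luciferase signal divided by Alamar Blue viability fluorescence both relative to DMSO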
miR-122 sensor: miR-122 Renilla sensor signal increase in Huh7, primary screen, miR-122 inhibitor project, cell-based, single point, plate reader | Huh7 miR-122 Renilla luciferase sensor, 48 h; neutral wells = 0, positive control = 100 | activation (reporter increase), % at 12.5 µM | hit rate 0.3% among 340,000 | AID 602342, 2012;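 active = mean replicate activation score at least 90 and every replicate individually at or above 90; inconclusive = only one of the two criteria met; inactive = neither criterion met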;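 also: higher luciferase means less miR-122 activity so hits act as miR-122 inhibitors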
Casp6 inh: human caspase-6 inhibitors, primary screen, biochemical, VEID-R110 fluorescence, single point, set 2; P55212; purified caspase-6, Z-VEID-R110 cleavage fluorescence; inhibition, % at 12.5 µM; hit rate 0.53% among 350,000; AID 686996, 2013;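 active = mean inhibition across replicates at least about 35%, with every replicate also reaching that limit, limit read from the data; inconclusive = only one of the two criteria met; inactive = neither criterion met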;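 also: 0% = median of neutral control wells and 100% = no fluorescence left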
Target sequence (P55212 24-179 limits assumed): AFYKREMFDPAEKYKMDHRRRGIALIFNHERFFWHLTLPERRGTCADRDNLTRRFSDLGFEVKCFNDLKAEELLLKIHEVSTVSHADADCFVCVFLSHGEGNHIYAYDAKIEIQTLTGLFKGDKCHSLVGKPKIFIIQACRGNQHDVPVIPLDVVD
Target sequence (P55212 194-293 limits assumed): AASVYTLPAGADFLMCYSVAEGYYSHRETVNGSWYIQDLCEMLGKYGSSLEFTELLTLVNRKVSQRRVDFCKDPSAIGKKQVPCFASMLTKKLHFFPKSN
PGC1a acetyl inh: inhibitors of PGC1a acetylation signal, primary screen, cell-based, U2OS, AlphaScreen, inhibitor mode; inhibition, % at 15.6 µM; AID 651687, 2012; hit rate 0.17% among 350,000; AlphaScreen anti-acetyl-lysine; with virally co-expressed GCN5 acetyltransferase;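 active = every replicate shows inhibition of at least 40%; inconclusive = mean inhibition at least 40% but some replicate below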;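 also: 0% = neutral control wells and 100% = positive control wells; some results beyond the cut were filed as inactive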
FN deposit inh: inhibitors of fibronectin matrix deposition, primary screen, AH1F cells, Alexa488-fibronectin fluorescence, plate reader; AID 743247, 2014; hit rate 0.086% among 350,000; inhibition, % at 12.6 µM; AH1F fibroblasts, overnight;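 active = mean inhibition across replicates of 30% or more, regardless of how many single replicates reach that level; inconclusive = mean under 30% yet at least half of replicates reach 30%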;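 also: positive control wells lacked labelled fibronectin entirely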
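Measured by – fluorescence 485/525 nm · System – AH1F fibroblast monolayer, labelled fibronectin deposition · Amount – 10000 cells per well · Buffer or medium – serum-reduced DMEM (2% serum) · Doses – single dose, pinned · Also added – fluorescent fibronectin at 24 nM final · Schedule – 1 h cell attachment, overnight exposure to compound and label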
PAX8 reporter: inhibitors of PAX8-driven TPO luciferase reporter, primary screen, RMG-I cells, single concentration; SteadyGlo, 24 h; inhibition, % at 12.6 µM; hit rate 1.2% among 360,000; AID 652154, 2013;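 active = mean replicate inhibition at least 60% with every replicate also reaching 60%; inconclusive = only one of the two criteria is met; inactive = mean below 60% and not all replicates reaching 60%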;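 also: luciferase light reporting Pax8 driven TPO promoter activity; plate controls were median of neutral control wells for no effect and mitoxantrone controls for full effect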
Cneo AK release: Cryptococcus neoformans cell lysis inducers, primary screen, AK release luminescence, single concentration; C. neoformans lysis, adenylate kinase release luminescence, 4 h; normalised: neutral wells 0, clomiphene wells 100; lysis activity, % at 15 µM; hit rate 0.2% among 360,000; AID 651654, 2012;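 active = mean lysis activity across replicates of at least 80%, whatever share of replicates individually reach that level; inactive = mean lysis activity below 80%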
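Assay system: log-phase C. neoformans yeast / Quantity: yeast cell density of 5 × 10^6 cells/mL / Medium: fresh YPD growth medium / Compound: single dose / Timing: static 4 h at 37 °C with compound, 1 h detection / Measured by: adenylate kinase release luminescence / Read-out: lysis from increased AK signal / Benchmarks: Clomiphene as positive lysis control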
* marks the source's active call; other numbers are inactive results; u = inconclusive; x = no result given; & = joins results of further samples; [ ] = another dose, or the depositor's remark.

no.	smiles	Casp6 inh	FN deposit inh	LGR2 inh	PGC1a acetyl inh	Cneo AK release	PAX8 reporter	miR-122 sensor	EWS-Fli block
1	Cc1cc(N=Nc2ccccc2C(=O)O)c(C)c(C)c1O	4	-6	-4	5	x	9	x	-51
2	COC(=O)C[C@H]1CC[C@H](NC(=O)Nc2ccccc2OC)[C@@H](CO)O1	1	-5	4	x	x	-29	x	3
3	CC(C)(C)/C=N/NC(=O)CNC(=O)c1ccc2c(c1)OCCO2	7	x	-4	x	x	-13	x	3
4	Cn1cccc1Cc1nnc(SCC(N)=O)n1CCc1ccccc1	0	-2	0	2	1	7	-1	-5
5	COc1ccc(NC(=O)CNC(=O)C23CC4CC(CC(C4)C2)C3)c(OC)c1	6	-5	1	x	5	7	x	-4
6	CCCc1cc(=O)oc2cc(OCC(=O)NC3CC(C)(C)NC(C)(C)C3)ccc12	-9	8	-2	14	-2	-22	x	5
7	CC(C)CN(CC(C)C)C(=O)COn1nnc2ccc(S(=O)(=O)N3CCOCC3)cc21	-1	-8	12	0	-1	-14	1	-1
8	COc1ccc(NC(=O)Nc2ccc3c(c2)C(=O)N([C@@H](C)CO)C[C@@H](C)[C@H](CN(C)C(=O)CCCN(C)C)OCCCC[C@@H](C)O3)cc1	0	x	-15	-2	2	x	-3[16.7 µM]	-11
9	CN(C)S(=O)(=O)c1ccc(C(=O)N2CCN=C2SCc2cccnc2)cc1	x	9	x	3	0	x	3	x
10	Cc1cc(C)n(-c2nc3ccccc3s2)n1	-2	3	-92	x	x	-66	x	-18
11	CCCS(=O)(=O)c1nc(S(=O)(=O)c2ccc(C)cc2)c(N2CCC(O)CC2)s1	2	3	-7	7	-5	23	5	12
12	O=C(C[C@@H]1CC[C@@H]2[C@H](COC[C@H](O)CN2C(=O)c2cnccn2)O1)NCc1ccccc1	-2	-1	-10	3	-3	-21	3[16.7 µM]	-3
13	O=C(CSc1nc2ncccc2[nH]1)c1ccc2c(c1)OCO2	1	8	-13	-6	-2	-31	-5	-42
14	CCc1nc(C)c(C#N)c2cc(OC)c(OC)cc12	x	-10	x	9	0	28	-2	x
15	CN(C)C(=O)c1ccc(-c2ccc([C@@H]3[C@@H](CO)N4CCCCN(C(=O)C5CCC5)C[C@@H]34)cc2)cc1	-1	x	x	1	1	-29	-26[16.7 µM]	11
16	CCN1[C@H](C(=O)NC2CCC2)[C@@H](CO)[C@@H]2Cn3c(ccc(-c4ccccc4F)c3=O)[C@@H]21	-3	x	-17	x	-4	x	-1[16.7 µM]	-15
17	C=CCSC1=NNC(c2ccc(C(C)(C)C)cc2)=NN1	-2	3	-75	x	0	-52	-2	-69
18	CC(C)c1c(O)nc(SCCN2CCOCC2)[nH]c1=O	x	1	-1	-13	2	x	5	x
19	COc1ccc(C(=O)Nc2c(N)nc(SCC(=O)Nc3ccc(C(C)=O)cc3)[nH]c2=O)cc1	0	-4	-12	0	0	1	6	-4
20	CCS(=O)(=O)c1nc(S(=O)(=O)c2ccc(C)cc2)c(N2CCOCC2)s1	2	-11	3	-6	-6	-1	-2	18
21	CCN(CC(=O)NCc1ccc(Cl)cc1)C(=O)c1ccc(S(=O)(=O)NCc2ccco2)cc1	2	8	28	2	-1	19	1	4
22	O=S(=O)(c1cccc(F)c1)N1CCN(Cc2ccc(OCCO)cc2)CC1	-1	x	x	-11	-3	-3	x	-8
23	O=C(Nc1ccc(Br)cn1)C1CCN(S(=O)(=O)c2cccs2)CC1	3	-3	-9	2	-2	9	-28	8
24	O=C(CCNC(=O)c1ccc([N+](=O)[O-])cc1)Nc1ccccc1N1CCOCC1	2	-3	15	1	x	6	x	0
25	CCCNC(=O)C[C@@H]1CC[C@H]2[C@@H](COc3ccc(NC(=O)CC)cc3C(=O)N2C)O1	1	-9	-9	1	53	0	1[16.7 µM]	-2
26	CC(C)C(=O)Nc1ccc2c(c1)C(=O)NC2=O	-6	3	u	5	x	28	x	-3
27	CC1CCN(C(=O)c2[nH]cnc2C(=O)Nc2cccc(Cl)c2)CC1	-5	-3	-6	4	0	8	4	4
28	Cc1cc(C(=O)N2CCc3ccccc3C2)c(C)o1	-80	2	-22	7	2	-96	-5	-59
29	CCOc1ccc(S(=O)(=O)N2CCOCC2)cc1NC(=O)C1CCC1	-2	x	-4	x	3	5	x	4
30	O=C(COC(=O)c1ccccc1NS(=O)(=O)c1cccs1)NCC12CC3CC(CC(C3)C1)C2	-1	-6	32	0	-3	0	-2	-13

Compounds above containing fluorine:
no.	smiles	Casp6 inh	FN deposit inh	LGR2 inh	PGC1a acetyl inh	Cneo AK release	PAX8 reporter	miR-122 sensor	EWS-Fli block
16	CCN1[C@H](C(=O)NC2CCC2)[C@@H](CO)[C@@H]2Cn3c(ccc(-c4ccccc4F)c3=O)[C@@H]21	-3	x	-17	x	-4	x	-1[16.7 µM]	-15
22	O=S(=O)(c1cccc(F)c1)N1CCN(Cc2ccc(OCCO)cc2)CC1	-1	x	x	-11	-3	-3	x	-8

Fetched by compound from the entries so far:
no.	smiles	Casp6 inh	FN deposit inh	LGR2 inh	PGC1a acetyl inh	Cneo AK release	PAX8 reporter	miR-122 sensor	EWS-Fli block
17	C=CCSC1=NNC(c2ccc(C(C)(C)C)cc2)=NN1	-2	3	-75	x	0	-52	-2	-69
14	CCc1nc(C)c(C#N)c2cc(OC)c(OC)cc12	x	-10	x	9	0	28	-2	x
5	COc1ccc(NC(=O)CNC(=O)C23CC4CC(CC(C4)C2)C3)c(OC)c1	6	-5	1	x	5	7	x	-4
21	CCN(CC(=O)NCc1ccc(Cl)cc1)C(=O)c1ccc(S(=O)(=O)NCc2ccco2)cc1	2	8	28	2	-1	19	1	4

More structures:
no.	smiles	Casp6 inh	FN deposit inh	LGR2 inh	PGC1a acetyl inh	Cneo AK release	PAX8 reporter	miR-122 sensor	EWS-Fli block
31	CSc1cccc(NC(=O)/C=C/c2ccccc2)c1	x	-5	x	-3	-10	x	3	x
32	COC(=O)c1cc(N2CCNCC2)nc2ccccc12	-6	13	8	6	1	12	-1	0
33	Cc1c(Cl)cccc1NC(=O)CCCn1nc([N+](=O)[O-])cc1C	2	5	-3	x	x	18	x	4
34	O=C(O)COc1ccccc1-c1ccccc1	-4	5	0	-5	2	2	-16	-8
35	Cc1ccc(S(=O)(=O)N2CCC(=O)N(CCOC(=O)Nc3ccc(C)c(C)c3)CC2)cc1	0	-5	2	x	1	21	x	6
36	CN1CCN(c2ccccc2NC(=O)c2c(F)cccc2F)CC1	-1	-8	-1	3	x	18	x	1
37	COC1=CC(=O)OC(c2cccc(C(F)(F)F)c2)C1 (configuration not stated)	0	10	-21	x	x	5	x	0
38	COc1ccc(NC(=O)CSCC(=O)N2CCN(c3cccc(C(F)(F)F)c3)CC2)cc1	1	3	26	9	3	-25	-7	10
39	CN(C)S(=O)(=O)N(CC(=O)NCCSCc1ccc(Cl)cc1)c1ccccc1	4	-13	22	x	x	9	x	-1
40	C[C@@H]1CN([C@@H](C)CO)C(=O)c2cccc(NS(=O)(=O)c3cccs3)c2O[C@@H]1CN(C)Cc1ccc(Cl)c(Cl)c1	3	x	-2	-6	-4	5	1[16.7 µM]	-7
41	Cc1c(NC(=O)CC(C)C)c(=O)n(-c2ccccc2)n1C	1	14	3	x	0	8	12	-3
42	Cc1noc(C)c1NC(=O)N(C)C[C@H]1OCCCC[C@@H](C)Oc2ccc(NC(=O)Nc3ccc(F)cc3)cc2C(=O)N([C@@H](C)CO)C[C@H]1C	0&0	4&10	5&13	-3&-7	1&0	-32&-13	-5	5&0
43	O=C(COc1ccccc1[N+](=O)[O-])OCC(=O)N1CCC(Cc2ccccc2)CC1	-2	3	1	x	x	30	x	7
44	COC(=O)C1=C(C)NC(C)=C(C(=O)OC)C1C(=O)OCCN1C(=O)c2ccccc2C1=O	0	1	18&-3	-1&-8	1&-2	x	-2&-1	-10
45	CCC1CCCCN1CCCNC(=O)Cn1c(=O)c2cccn2c2ccccc21 (configuration not stated)	-3	13	1	0	0	-16	-4	x
46	CCOC(=O)N1CCN(C2=CC(=O)OC23CCCCC3)CC1	-4	9	-21	-1	-1	x	x	x
47	CCOC(=O)c1c(NC(=O)C[n+]2ccc(N(C)C)cc2)sc(C)c1C	-1	8	-24	0	2	8	3	3
48	CCN1CCCC1CNC(=O)C1CCCN(S(=O)(=O)c2cccc3nsnc23)C1 (configuration not stated)	x	0	x	5	1	16	-3	x
49	Cc1ccc(NC(c2ccccc2)c2nc3ccccc3[nH]c2=O)cc1 (configuration not stated)	-3	5	6	5	0	-17	0	-3
50	CCOc1nc2cnccc2n(CC(=O)Nc2c(F)c(F)cc(F)c2F)c1=O	-1	6	2	5	13	16	7	x
51	CCOC(=O)C1(CCc2ccccc2)CCN(C(=O)CCc2cnccn2)CC1	1	-26	-33	12	1	-40	-1	-59
52	CCN1[C@H](C(=O)N(C)C)[C@@H](CO)[C@@H]2Cn3c(ccc(/C=C/c4ccccc4)c3=O)[C@@H]21	4	x	11	x	10	56	15[16.7 µM]	30
53	CC(C)(C)CNC(=O)C1(C)CCN1C(=O)Cc1ccc(-c2ccccc2)cc1 (configuration not stated)	3	1	16	x	15	15	-8	19
54	C[C@@H]1CN([C@@H](C)CO)S(=O)(=O)c2ccc(C#Cc3ccncc3)cc2O[C@H]1CN(C)C(=O)C1CCC1	-2	-9	6	-27	2	x	0[16.7 µM]	-7

High-throughput results deposited in PubChem by Broad Institute.
